UPR CHOP act = apoptotic UPR (CHOP) activation | CHO-CHOP luciferase reporter, luminescence; percent of tunicamycin response over DMSO baseline | activation, % at 10 µM | actives 0.34% (n = 330,000) | AID 449763;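 active means at 10 µM dose, activation of 40% or more, normalized to positive control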;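 further: 100% = tunicamycin at 10 µg/mL and 0% = DMSO alone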
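Assay system: CHO-CHOP cells, stable luciferase reporter of PERK-eIF2a-CHOP signalling / Buffer or medium: F12 plus 10% serum / Compound dosing: one dose, 10 µM in 0.5% DMSO / Times: 6 h compound treatment, 37 °C / Technique: luciferase luminescence / Read-out: % reporter activation, DMSO baseline versus tunicamycin full activation / Benchmarks: tunicamycin and DMSO controls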
APJ agonist = APJ receptor agonism; CHO-K1 APJ PathHunter beta-arrestin, luminescence; 0% DMSO wells, 100% apelin; activation, % at 20 µM; actives 0.11% (n = 330,000); AID 2520;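 active means activation more than six SD over the plate average, tested at 20 µM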;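 further: 0% = DMSO alone and 100% = apelin-13 at 10 nM; some results filed as inactive read as strong as hits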
Target sequence (P35414 whole entry, looked up): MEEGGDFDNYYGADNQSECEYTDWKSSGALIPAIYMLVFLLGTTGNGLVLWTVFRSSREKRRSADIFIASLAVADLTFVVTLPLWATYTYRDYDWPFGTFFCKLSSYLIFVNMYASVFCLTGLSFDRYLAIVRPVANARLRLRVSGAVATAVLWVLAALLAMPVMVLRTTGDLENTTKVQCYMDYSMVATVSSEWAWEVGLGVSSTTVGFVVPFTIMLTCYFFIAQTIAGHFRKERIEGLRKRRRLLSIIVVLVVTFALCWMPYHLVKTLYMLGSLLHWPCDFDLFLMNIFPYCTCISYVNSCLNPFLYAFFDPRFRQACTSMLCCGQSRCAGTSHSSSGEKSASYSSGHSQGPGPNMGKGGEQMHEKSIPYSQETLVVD
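Assay system: engineered CHO-K1 APJ arrestin reporter cells; Amount: 1000 CHO-K1 reporter cells seeded per well; Dosing: one dose, 20 µM compound, 1% DMSO; Times: compound stimulation 90 min at 25 °C, detection 60 min; Measured by: luminescent beta-gal fragment complementation, chemiluminescent substrate; Read-out: APJ–arrestin association signal; Controls: DMSO vs Apelin-13 10 nM.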
Jurkat NFkB inh = inhibitors of the PMA/ionomycin-induced NF-kB reporter in Jurkat cells | PMA/ionomycin-induced NF-kB luciferase reporter, luminescence | inhibition, % at 4 µM | actives 0.53% (n = 330,000) | AID 435003; in the data active means inhibition above about 50%
APJ antagonist = APJ receptor antagonism; P35414; CHO-K1 APJ beta-arrestin complementation, luminescence; inhibition, % at 20 µM; actives 0.32% (n = 330,000); AID 2521;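 active means inhibition above about 40% at 20 µM, limit read from the data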;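 further: cells challenged with 10 nM apelin-13 agonist together with compound; plate controls were apelin-13 plus DMSO wells for no effect and DMSO wells lacking apelin-13 for full effect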
Mdm2-MdmX inh = inhibitors of human Mdm2/MdmX interaction | O15151+Q00987 | actives 3% (n = 330,000) | inhibition, % at 8 µM | SaOS-2 split-luciferase Mdm2/MdmX complementation, luminescence;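 active means inhibition of at least 50% at 8 µM in the primary screen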
697 NFkB inh = inhibitors of the PMA/ionomycin-induced NF-kB reporter in 697 B cells; inhibition, % at 4 µM; actives 0.33% (n = 330,000); AID 435022; 697 B-cell NF-kB luciferase reporter, 16 h; in the data active means inhibition above about 35%
UPR XBP1 act = adaptive UPR (XBP1) activation; CHO-XBP1 luciferase reporter, IRE1-XBP1 UPR activation, luminescence; percent of tunicamycin response, DMSO as zero; activation, % at 20 µM; actives 0.33% (n = 330,000); AID 463104;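 active means versus positive control, 20 µM dose yields 30% or more activation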;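 further: 100% = tunicamycin at 10 µg/mL and 0% = DMSO only wells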
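incubation = overnight seeding at 37 °C, 6 h compound treatment at 37 °C | assay system = CHO-XBP1 cells stably carrying IRE1-XBP1-driven luciferase reporter | input = 1000 cells per well | detection = luciferase luminescence | dosing = single point, 20 µM final compound, 1% DMSO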
tim23-1 inh = growth inhibitors of tim23-1 mutant yeast. AID 463212. actives 1.3% (n = 330,000). inhibition, % at 20 µM. S. cerevisiae tim23-1 growth, BacTiter-Glo luminescence, 24 h;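 active means growth inhibition of the mutant yeast at or above 50%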;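 further: temperature-sensitive mutant grown at 25 °C; plate controls were DMSO-treated mutant yeast for no effect and medium wells lacking yeast for full effect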
The depositor's hits bear a star.

SMILES	UPR CHOP act	APJ agonist	Jurkat NFkB inh	APJ antagonist	Mdm2-MdmX inh	697 NFkB inh	UPR XBP1 act	tim23-1 inh
COc1ccc(/C=C2\SC(=O)N(CCNC(=O)C3CC4C=CC3C4)C2=O)cc1 (centres undefined)	5.1	-4	-106	11	-293	-73	0	19
COc1ccc(/C=N/NC(=O)c2ccc3nc[nH]c3c2)cc1	1.8	1	-11	-13	27	-15	0	13
O=C(c1ccc2c(c1)OCCO2)N1CCN(S(=O)(=O)c2c(F)cccc2F)CC1	0.5	-5	5	-5	1	0	-3	7
Cc1ccc(CN2C3=NC(=O)CN3c3ccccc32)cc1	-1.0	-1	2	3	1	-2	-2	-14
CC(C)(C)CC(=O)N1CCN(Cc2ccc3c(c2)OCO3)CC1	-0.8	-1	-15	-4	-8	-7	-2	-1
Cc1ccc(NC(=O)C2CCN(C(=O)c3ccccc3C)CC2)cc1	-1.8	-5	1	4	-1	11	0	3
Cc1ccc(-c2nc(-c3cccnc3)sc2CC(=O)Nc2ccc3nc(C)sc3c2)cc1	2.1	0	12	8	16	1	1	22
O=C(NCCc1ccc(Cl)cc1)/C(=C/c1cccnc1)NC(=O)c1ccccc1	-1.5	-2	17	18	-26	4	-2	1
O=C(NCCN1CCOCC1)c1cc(Br)ccc1Cl	2.1	-4	-3	-6	-3	-19	-3	-6
N#Cc1cnn2ccn(C3OC(CO)C(O)C3O)c12 (centres undefined)	-1.5	-2	-1	7	-8	5	-1	-2
CCN1CCC(=NNC(=O)c2ccco2)CC1	0.2	1	13	12	22	17	-1	7
Cc1cc(C)c(S(=O)(=O)NCc2csc(C)n2)c(C)c1	0.9	0	-3	1	1	9	-2	21
O=C(CCNc1ccc(F)cc1)c1cc2ccccc2o1	0.7	-1	-33	-17	-12	-57	-1	9
CCNC(=O)N1c2ccccc2Sc2ccccc21	-1.6	-3	14	8	19	13	-2	-6
Cc1ccc(CN=C2Nc3ccccc3CS2)cc1	1.6	-3	-171	17	-159	-208	2	12
CCOC(=O)C1CCN(C(=O)Cn2nc(C)c3c(C)n(-c4ccccc4)nc3c2=O)CC1	1.2	-4	3	17	22	23	-3	8
COc1ccc2c(c1)c1nnc(SCC(=O)N3C(C)CCCC3C)nc1n2C (centres undefined)	3.5	-6	-6	-14	20	-9	1	19
CCC1C(=O)CC(c2ccccc2)NC1c1ccccc1 (centres undefined)	-0.7	3	7	12	7	1	0	-8
CCn1cc(C(=O)OCC(=O)Nc2c(C)cccc2C)c(=O)c2ccc(C)nc21	3.7	4	-2	-1	-28	7	-3	4
CCCOC(=O)CC1C(=O)NCCN1C(=O)OC(C)(C)C (centres undefined)	0.6	1	-2	12	1	15	4	3
CCOC(=O)c1sc(/N=C/c2c(C)[nH]n(-c3ccccc3)c2=O)c(C#N)c1C	0.0	-2	3	12	5	12	2	6
Cn1c(N)c(C(=O)CSc2nc(N)cc(N)n2)c(=O)n(C)c1=O	-0.7	-2	-6	-7	14	-25	0	7
Cc1ccc(-c2nnc(SCC(=O)NC3CCS(=O)(=O)C3)nc2-c2ccc(C)cc2)cc1 (centres undefined)	1.4	2	-11	-20	-7	-11	-1	1
O=C(c1ccc([N+](=O)[O-])cc1)N1CCN(C(=O)c2cccs2)CC1	-1.9	2	1	-14	-11	15	-2	7
Cc1ccc2c(c1)CC1(CN2C)C(=O)OC(C)(C)OC1=O	-0.7	4	13	0	6	17	0	-2

Next part
SMILES	UPR CHOP act	APJ agonist	Jurkat NFkB inh	APJ antagonist	Mdm2-MdmX inh	697 NFkB inh	UPR XBP1 act	tim23-1 inh
O=C1CCCCN1CCC(=O)N1CCCC(Nc2ccc(F)c(F)c2)C1 (centres undefined)	-2.2	-10	-3	12	20	-4	-3	-16
CCC(=O)OCC(=O)[C@@]1(OC(=O)CC)[C@@H](C)C[C@H]2[C@@H]3CCC4=CC(=O)C=C[C@]4(C)[C@@]3(Cl)[C@@H](O)C[C@@]21C	2.2	6	14	12	2	-19	-6	55*
COC(=O)CC1=C(C(=O)OC)[C@@H](c2ccccc2[N+](=O)[O-])C(C#N)=C(N)O1	-1.8	1	-11	-6	3	11	-4	0
Nc1nonc1-c1noc(COc2ccccc2Cl)n1	4.3	-11	-132	13	-224	-211	4	23
CCOC(=O)C1CCCCN1C(=O)CCc1nnc(-c2ccc3c(c2)OCO3)o1 (centres undefined)	3.0	-2	-10	-21	-18	-41	-3	20
NC(=O)/C(=C\c1cccnc1)NC(=O)c1ccccc1	-1.6	-1	4	-3	-4	11	0	14
CN(C)S(=O)(=O)N(CC(=O)Nc1ccccc1)c1ccccc1	-1.4	-2	-2	-14	-28	-1	0	7
Cc1onc(-c2ccccc2)c1-c1n[nH]c(=S)n1-c1ccccc1Cl	-0.1	-3	-1	6	-3	5	1	4
CCCn1cnc2sc(CC)cc2c1=O	5.2	1	-5	-1	8	-12	1	-12
C[C@H]1CN(CCc2ccccc2)C(=O)[C@@H]1CC(=O)NCc1ccccc1	0.7	13	-5	-34	-18	-12	-1	19
O=C(NCC1CCCO1)/C(=C\c1ccccc1)NC(=O)c1ccccc1 (centres undefined)	-1.3	1	-7	-23	1	15	-2	11
CCOC(=O)C1CCCN(S(=O)(=O)c2ccccc2)C1 (centres undefined)	1.0	-1	2	12	-1	8	-2	4
Cc1ccc(OCC(=O)N/N=C2\CC(=O)CC(C)(C)C2)c(Br)c1	0.6	2	13	9	13	-8	0	13
O=C(OCC(=O)N1CCOCC1)c1ccc2ccccc2c1	1.6	-2	-2	-13	-9	-10	3	15
O=C(Nc1cc(C(=O)Nc2ccccc2C(=O)O)cc(C(=O)Nc2ccccc2C(=O)O)c1)c1ccccc1	-0.5	4	12	-2	10	8	0	13
CCOc1ccc(S(=O)(=O)Nc2ccc3c(c2)OCO3)c2cccnc12	-1.0	4	-33	18	11	-5	3	-5
CC(O/N=C/c1ccc(OC(F)F)cc1)C(=O)Nc1cccc(S(=O)(=O)N2CCOCC2)c1 (centres undefined)	0.7	-1	10	6	23	16	-4	25
COc1ccc(CN2CCSc3sccc3C2=O)cc1	2.8	-3	-2	7	7	-8	-1	15
COc1ccccc1NC(=O)C(C)N1CCN(C/C=C/c2ccccc2)CC1 (centres undefined)	1.3	-2	7	-3	15	11	-2	-16
COc1ccc(CNC(=O)c2ccc(C(C)C)cc2)cc1	2.4	-2	-101	-5	-125	-52	-1	26
Cc1ccc(C)n1-c1nccc(-c2cccs2)n1	0.1	-1	3	7	11	13	1	14
N#Cc1c(NCCCO)nc(-c2ccccc2)c2c1CCCC2	-1.0	-9	9	4	16	0	2	28
Cn1cc(Br)c(C(=O)Nc2nccs2)n1	11	-3	-3	-3	10	-27	1	1
C[C@H](CO)N1C[C@H](C)[C@@H](CN(C)C(=O)Nc2ccccc2)Oc2ccc(NC(=O)C3CCCCC3)cc2C1=O	1.4	-1	17	10	-6	15	-1	10
CCOc1ccccc1NC(=S)N(CCN(C)C)C(C)c1ccncc1 (centres undefined)	-1.6	-5	-8	-3	18	11	-1	3

(list continues)
SMILES	UPR CHOP act	APJ agonist	Jurkat NFkB inh	APJ antagonist	Mdm2-MdmX inh	697 NFkB inh	UPR XBP1 act	tim23-1 inh
CN(CC(=O)NCc1ccco1)S(=O)(=O)c1cccc2cccnc12	1.7	0	11	7	19	6	-1	6
CCOCCc1nnc(NC(=O)C2CC(=O)N(CCc3ccc(F)cc3)C2)s1 (centres undefined)	1.2	-3	-10	6	13	4	2	0
Cc1cc(C)nc(CCNC(=O)c2cc(COc3ccccc3)on2)n1	1.9	-4	-23	4	-14	-14	1	7
COc1ccc(Cl)cc1S(=O)(=O)NCc1cccs1	-2.9	0	2	13	10	-6	-6	25
CCc1ccc(-c2cc(C)no2)cc1S(=O)(=O)NCCN1CCC(C)CC1	-2.3	-5	3	9	21	2	-7	-15
CCOc1ccc(CN2CCC(n3nccc3NC(=O)c3ccccc3OC)CC2)cc1	2.8	-4	5	-20	17	4	-6	8
O=[N+]([O-])c1ccc(CSc2nnc3ccccn23)cc1	0.3	-1	9	5	-10	7	2	-10
O=C(CCCn1c(SCC(=O)NCC2CCCO2)nc2ccccc2c1=O)NCc1ccccc1 (centres undefined)	-0.6	1	6	-5	-25	-31	-2	16
C=CCN1C=CC(=O)CC1	0.1	-4	-1	2	-1	4	3	-4
COc1cccc2c1CCC(NC(C)=O)C2=O (centres undefined)	3.1	3	21	-12	-4	-1	-1	1
O=C(NCCN1CCN(Cc2ccccc2)CC1)Nc1cc(Cl)cc(Cl)c1	0.4	4	-1	14	24	-21	0	17
COc1ccc(CNC(=O)C2CCN(c3nn4c(=O)cc(C)nc4s3)CC2)cc1	-0.1	0	5	-16	-2	3	-6	10
Cc1ccccc1NC(=S)c1ccc2ccccc2n1	2.1	9	-90	-14	-84	-138	-5	44
CC(C)(C)NC(=O)C(c1cccnc1)N(C(=O)c1ccc(Cl)nc1)C1CCCC1 (centres undefined)	-1.7	-1	-5	1	28	7	0	5
CCOc1ccc(CCNC(=O)COC(=O)c2ccc(S(C)(=O)=O)cc2)cc1OCC	-0.8	11	-6	8	1	14	-1	2
O=C(NCC(c1cccs1)N1CCOCC1)c1ccc(Cl)c([N+](=O)[O-])c1 (centres undefined)	1.1	-4	-4	17	-33	-6	-2	7
CCN(CC)CCN1C(=O)c2oc3ccccc3c(=O)c2C1c1cccc(Br)c1 (centres undefined)	0.2	-4	-7	22	17	20	-4	3
COc1ccc(C)cc1Nc1ccc(C(=O)O)cc1[N+](=O)[O-]	1.1	-5	13	17	-14	13	-2	8
COc1ccc(S(=O)(=O)Cc2ccc(C(=O)N3CCN(c4ncccn4)CC3)o2)cc1	6.1	4	1	-8	10	-5	-1	15
CCOc1cc(-c2nc3ccccn3c2NCC2CCCO2)ccc1O (centres undefined)	-2.6	5	4	-9	42	-3	-2	15
COC(=O)c1nc(N)sc1C	0.6	-1	-14	-7	27	-2	1	1
CCCCS/C(N)=N/N=C/c1ccccc1O	6.0	6	-44	9	-60	-64	5	58*
O=[n+]1cc(-c2cc3ccccc3o2)n([O-])c2c1CCCC2	1.9	-1	-31	1	-4	-22	-3	4
CCN1C(C(=O)Nc2cc(C)on2)=C(O)c2ccccc2S1(=O)=O	1.6	0	-5	9	-12	9	0	12
Fc1ccc(C2=CSC3=NCCN23)cc1	0.2	-3	0	-9	-32	4	-3	5
CCOC(=O)C1C(=O)CC(C)(O)C(C(=O)OCC)C1c1ccc(NC(C)=O)cc1 (centres undefined)	-2.2	-6	-2	13	11	20	-1	8
O=C(Nc1ccnn1C1CCN(Cc2ccc3nonc3c2)CC1)c1cccc(F)c1	0.9	7	11	12	-6	-4	-7	-2

Filtered by structure, the entries above containing a thiophene ring, fused or not.
SMILES	UPR CHOP act	APJ agonist	Jurkat NFkB inh	APJ antagonist	Mdm2-MdmX inh	697 NFkB inh	UPR XBP1 act	tim23-1 inh
CCOC(=O)c1sc(/N=C/c2c(C)[nH]n(-c3ccccc3)c2=O)c(C#N)c1C	0.0	-2	3	12	5	12	2	6
O=C(c1ccc([N+](=O)[O-])cc1)N1CCN(C(=O)c2cccs2)CC1	-1.9	2	1	-14	-11	15	-2	7
CCCn1cnc2sc(CC)cc2c1=O	5.2	1	-5	-1	8	-12	1	-12
COc1ccc(CN2CCSc3sccc3C2=O)cc1	2.8	-3	-2	7	7	-8	-1	15
Cc1ccc(C)n1-c1nccc(-c2cccs2)n1	0.1	-1	3	7	11	13	1	14
COc1ccc(Cl)cc1S(=O)(=O)NCc1cccs1	-2.9	0	2	13	10	-6	-6	25
O=C(NCC(c1cccs1)N1CCOCC1)c1ccc(Cl)c([N+](=O)[O-])c1 (centres undefined)	1.1	-4	-4	17	-33	-6	-2	7
